HKDC1 inh: HKDC1 (human) hexokinase inhibition. AID 493160. Q2TB90. inhibition, % at 20 µM. recombinant HKDC1, G6PDH/diaphorase resazurin coupled fluorescence. 0.16% of 340,000 active;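 active = inhibition above about 35% when tested at 20 µM, limit read from the data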;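 note: plate controls were DMSO wells with enzyme for no effect and DMSO wells lacking enzyme for full effect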
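Test system: recombinant HKDC1 (HK5) hexokinase enzyme, produced in-house; Amount: enzyme 5 µg/mL final; Buffer or medium: Tris pH 8.0 buffer with MgCl2, Tween-20, BSA, BME; Reagent: glucose and ATP substrates; Doses: 20 µM test compound, 1% DMSO; Incubation: 90 min reaction incubation at room temperature, dark; Detection: resorufin fluorescence at 613 nm.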
SENP6 block: SENP6 protease inhibition. AID 2599. inhibition, % at 10 µM. Recombinant SENP6 catalytic domain, aminoluciferin luminescence. 1.8% of 330,000 active;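 active = inhibition above about 50% at the single tested dose, limit read from the data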;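 note: plate controls were DMSO wells with enzyme for no effect and DMSO wells lacking enzyme for full effect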
Target sequence (Q9GZR1 628-1112 limits assumed): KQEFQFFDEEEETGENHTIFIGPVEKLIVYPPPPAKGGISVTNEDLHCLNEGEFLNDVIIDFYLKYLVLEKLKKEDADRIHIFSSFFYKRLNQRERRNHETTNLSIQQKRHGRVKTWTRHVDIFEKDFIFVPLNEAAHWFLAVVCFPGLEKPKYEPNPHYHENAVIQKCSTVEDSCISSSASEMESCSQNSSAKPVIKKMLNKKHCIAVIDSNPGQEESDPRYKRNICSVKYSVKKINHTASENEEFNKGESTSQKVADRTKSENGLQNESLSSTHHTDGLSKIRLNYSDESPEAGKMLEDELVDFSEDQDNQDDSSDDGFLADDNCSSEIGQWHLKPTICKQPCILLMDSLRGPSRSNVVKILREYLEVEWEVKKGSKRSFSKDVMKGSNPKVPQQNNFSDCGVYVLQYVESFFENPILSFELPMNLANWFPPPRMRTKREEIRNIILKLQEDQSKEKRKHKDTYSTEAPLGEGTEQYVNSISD
NALP3 yeast inh: inhibitors of NALP3 inflammasome in yeast | Yeast reconstituted NLRP3/ASC/caspase-1, beta-gal luminescence, 24 h | inhibition, % at 10 µM | 0.39% of 330,000 active | AID 2825;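 active = inhibition of 50% or more; inactive = inhibition below 50%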;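 note: plate controls were induced DMSO wells for no effect and uninduced yeast grown without galactose for full effect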
Apaf1 inhib: blocks human Apaf-1 apoptosome activity | AID 489030 | 0.71% of 330,000 active | inhibition, % at 20 µM | reconstituted apoptosome caspase-3 activity, DEVD-Rh110 fluorescence; active = inhibition of at least 40% at 20 µM;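 note: plate controls were DMSO wells for no effect and DEVD-CHO caspase inhibitor wells for full effect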
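Material: reconstituted apoptosome with Apaf-1, cytochrome c, caspase-9, procaspase-3, dATP; medium: pH 7.5 Hepes buffer with CHAPS, BSA, DTT; also added: cytochrome c and DEVD-Rh110 substrate; timing: 30 min plus 50 min, RT; signal: Rh110 fluorescence intensity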
SENP7 inh: blocks the human protease SENP7. Q9BQF6. recombinant SENP7, Z-RLRGG-aminoluciferin luminescence, 40 min. inhibition, % at 5 µM. 1.5% of 330,000 active. AID 434973;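 active = inhibition above about 50% at the single test dose, limit read from the data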;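 note: plate controls were DMSO with enzyme for no effect and no enzyme buffer wells for full effect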
Target sequence (Q9BQF6 706-1050 limits assumed): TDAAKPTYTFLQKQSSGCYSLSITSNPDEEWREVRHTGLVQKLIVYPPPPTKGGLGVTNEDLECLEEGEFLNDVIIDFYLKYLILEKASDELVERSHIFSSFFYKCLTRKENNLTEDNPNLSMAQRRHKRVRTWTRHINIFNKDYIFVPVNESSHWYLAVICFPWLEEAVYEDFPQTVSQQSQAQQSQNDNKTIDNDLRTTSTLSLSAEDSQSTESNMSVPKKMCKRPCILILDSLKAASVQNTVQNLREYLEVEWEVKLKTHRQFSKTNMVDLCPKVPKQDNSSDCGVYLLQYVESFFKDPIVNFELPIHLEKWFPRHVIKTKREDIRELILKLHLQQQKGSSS
SENP1 FRET inh: inhibitors of human SENP1 SUMO protease catalytic domain; Q9P0U3; recombinant SENP1 catalytic domain, CyPet-SUMO1-YPet FRET cleavage; inhibition, % at 10 µM; 0.21% of 360,000 active; AID 624204;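 active = inhibition at least 30% at 10 µM, raw YFP signal under a set limit, fluorescence ratio 0.5 to 1.5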;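 note: 0% = enzyme with DMSO and 100% = no enzyme wells; some results filed as inactive read as strong as hits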
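Material: hSENP1 catalytic domain, recombinant; medium: Tris pH 8 with BME, BSA, NP40 and catalase; compound: single concentration of 10 µM compound, 0.5% DMSO final; technique: FRET read of cyan and yellow fluorescence; timing: 50 min enzyme reaction, room temperature, light-protected; reagent: SFCypet-SUMO1-SFYpet substrate at 25 nM; control set: no-enzyme low, enzyme-DMSO high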
SENP8 block-1: inhibitors of human SENP8 protease | recombinant SENP8, Nedd8 substrate fluorescence | inhibition, % at 20 µM | 0.64% of 360,000 active | AID 602440; in the data active = inhibition mostly above about 40%, no sharp cut-off; inactive = mostly below about 27%
Target sequence (Q96LD8 whole entry, looked up): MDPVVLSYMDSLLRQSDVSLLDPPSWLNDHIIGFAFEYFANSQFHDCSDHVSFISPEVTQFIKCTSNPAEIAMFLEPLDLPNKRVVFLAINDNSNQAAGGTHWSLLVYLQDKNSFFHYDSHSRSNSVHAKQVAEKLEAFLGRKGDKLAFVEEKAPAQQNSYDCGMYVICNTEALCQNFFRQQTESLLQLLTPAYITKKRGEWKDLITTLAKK
PfG6PD inh: PfG6PD (Plasmodium falciparum) enzyme inhibition; inhibition, % at 20 µM; AID 504690; 0.78% of 350,000 active; PfGluPho enzyme, NADPH resazurin-diaphorase fluorescence;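 active = inhibition reaching at least a set limit at 20 µM in the primary screen, cut at about 59% in these data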;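 note: 0% = DMSO wells with substrate and 100% = DMSO wells lacking glucose-6-phosphate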
SENP8 block-2: blocks the human protease SENP8. inhibition, % at 10 µM. AID 2540. purified SENP8, Z-RLRGG-aminoluciferin cleavage, luminescence. Q96LD8. 1.2% of 330,000 active; in the data active = inhibition above about 50%
Starred values were filed as active, the others as inactive; / = no result given. Rows were taken by chance. About 4.1% of those tested had a hit in this group.

SMILES	HKDC1 inh	SENP6 block	NALP3 yeast inh	Apaf1 inhib	SENP7 inh	SENP1 FRET inh	SENP8 block-1	PfG6PD inh	SENP8 block-2
Cc1ccc(NC(=O)COC(=O)C2CC3CCCC(C2)C3=O)c([N+](=O)[O-])c1 (stereo not given)	-3	6	7	2	9	1	13	4	5
Cn1c2ccsc2c2ncn(Cc3ccc(F)cc3)c(=O)c21	1	-16	-3	7	-8	-3	-4	-10	-26
CCCNC(=O)c1cccc(COCC(F)(F)F)c1	-1	-9	7	17	-5	3	6	-8	-5
COCCOC1CCN(C(=O)c2cc(COc3ccc(F)cc3F)on2)CC1	5	-14	16	12	4	1	2	-32	-4
CN(C(=O)CSc1nnc(C2CC2)n1C1CC1)C1(C#N)CCCCC1	-2	4	5	-7	4	0	4	-4	4
Cc1ccc2c(c1)NCC(C(=O)NCc1ccccc1)O2 (stereo not given)	-5	-5	14	14	-7	0	10	26	-17
CS(=O)(=O)N(CC(=O)O)c1cc(C(F)(F)F)ccc1Cl	0	-4	28	-12	-6	2	9	-17	6
CCOC(=O)c1cnc2c(N=Nc3ccccc3)c(N)nn2c1N	0	32	3	-5	70*	1	25	-8	11
Cc1cccc(C(=O)N=C2SC3CS(=O)(=O)CC3N2c2ccccc2)c1 (stereo not given)	-2	-1	16	10	-3	0	9	1	-6
FC(F)(F)c1cnc(N/N=C/c2ccncc2)c(Cl)c1	14	-4	19	-12	6	-1	21	13	7
COc1ccccc1CN(C)c1nnnn1-c1ccccc1	8	-22	-3	17	-11	-1	13	15	-7
O=C1c2ccc(-c3nc4ccccc4o3)cc2C(=O)N1Cc1ccccc1	-2	/	/	/	/	1	2	-12	/
Cc1ccccc1Cn1cc(/C=N/n2cnnc2)c2ccccc21	11	2	22	-57	-2	1	3	22	-4
CCN(CC(=O)NC(C)(C)C)C(=O)c1ccccc1SCC(=O)NC1CCCCCCC1	-4	-7	12	15	11	-1	4	-6	-9
Cc1csc(NC(=O)CSc2ccc3nnc(-c4ccncc4)n3n2)n1	5	-34	-2	7	-6	2	-9	-9	-9
Cc1[nH]nc2c1C1(CCN(Cc3ccccc3)CC1)C(C#N)=C(N)O2	5	4	13	5	1	-108	-58	1	-2
Cc1ccc(N(C(=O)c2csnn2)C(C(=O)NC2CCCC2)c2ccncc2)c(C)c1 (stereo not given)	-7	22	13	10	-8	1	9	0	-6
O=C(NCc1ccc2c(c1)OCO2)c1ccccc1Cl	-2	-8	13	-18	-3	-1	19	-6	-5
O=S(=O)(c1ccccc1)N1CCN(Cc2ccc(Cl)cc2)CC1	-4	3	10	16	-6	1	10	38	0
CCOc1ccc(S(=O)(=O)n2cnc(C)c2)cc1	-5	-23	22	1	3	3	4	4	-2
O=C(NCc1ccccc1CN1CCCC1)c1ccc(Cl)c(N2CCCC2=O)c1	-7	13	-2	9	-7	-5	12	-8	16
NC(=NC(=O)c1ccc(OCC(F)(F)F)nc1)c1ccc(Cl)cc1	-1	-10	14	2	-11	0	8	22	-4
CCN(CC)S(=O)(=O)c1ccc(C(=O)Oc2coc(CSc3nc(C)cc(C)n3)cc2=O)cc1	15	-17	7	-3	8	1	8	12	0
Cc1ccc(N=Cc2c(O)n(-c3nccs3)c(=O)c3ccccc23)cc1	10	-5	6	19	-6	-127	4	-6	-11
Cc1cccc(NC(=O)c2ccc(COc3ccccc3[N+](=O)[O-])o2)n1	-1	-4	27	5	4	-1	21	5	-3
CCN(CC(=O)NCc1cccs1)C(=O)c1ccc(OC)c(OC)c1	-6	5	21	30	6	2	10	-12	1
O=C(CSC(=S)N1CCCC1)Nc1cc2c(cc1Br)OCCO2	-2	-6	24	10	5	-1	10	-6	-1
OC(c1ccccc1)(c1ccccc1)c1ncc[nH]1	-5	0	1	-8	-5	3	9	-1	1
Cc1ccc(OCCCN2C(=O)C(=O)c3cc(C)ccc32)cc1	11	-12	18	9	6	3	11	20	3
COCc1cc(=O)oc2cc(NS(=O)(=O)c3ccc(C)cc3)ccc12	1	18	14	-9	-1	-38	-436	-21	5
Cc1c(NC(=O)C(C)N2C(=O)NC3(CCC(C)CC3)C2=O)c(=O)n(-c2ccccc2)n1C (stereo not given)	-1	2	13	0	-4	0	26	-7	-5
Cc1ccc(S(=O)(=O)N2CCN(C(=O)CCC(=O)OCC(=O)Nc3cccc(C#N)c3)CC2)cc1	-1	-31	-9	10	-3	1	8	-21	-8
COCCNC(=S)N1CCN(C(c2ccccc2)c2ccccc2)CC1	5	-3	21	9	-10	1	12	4	1
CCC(C)NC(=O)/C=C/c1ccc(S(=O)(=O)NCc2ccco2)cc1 (stereo not given)	-1	-2	0	-8	-10	2	15	-6	-8
CNC(=O)Nc1cc(C(F)(F)F)cc(C(F)(F)F)c1	-3	-1	13	-17	-1	-3	9	26	4
Cc1cccc(C)c1NC(=S)N1CCCCCC1	-4	8	3	7	13	2	6	0	2
COc1ccccc1CCNC(=O)c1cc(COc2cccc(C(F)(F)F)c2)on1	-1	5	17	18	0	2	6	17	-4
COc1cccc(NC(=O)Cc2nnc(SCCOc3ccccc3)n2C)c1	-3	-14	13	11	-6	-1	21	-24	-4
N#CCCn1cc(C(=O)Nc2ccccn2)c(-c2ccccc2)n1	-4	16	4	-10	3	2	14	-15	2
CCCC(C(=O)NC1CCCC1)N(Cc1ccccc1)C(=O)c1snc(C(N)=O)c1N (stereo not given)	3	-16	25	15	-2	-9	-327	-3	8
O=C(COc1ccccc1Br)Nc1ccccc1C(F)(F)F	-5	5	27	-6	-8	0	1	-8	-1
CC(=O)Oc1c(-c2ccco2)oc2ccccc2c1=O	-1	9	46	-8	8	-35	-267	-19	-3
O=C(O)CC1(CC(=O)Nc2cccc(C(F)(F)F)c2)CCCC1	6	-6	-9	-14	0	-1	23	8	3
COc1cc(-c2[nH]nc3c2C(c2ccco2)C(C#N)=C(N)O3)cc(OC)c1OC (stereo not given)	-5	-4	4	-6	1	-1	12	-2	-2
O=C(NC1CCCC1)c1ccc(Cl)c(S(=O)(=O)N2CCOCC2)c1	-3	-6	-3	1	-1	4	0	-7	-1
CCNC(=O)c1ccc(NC(=O)CC2SC(N3CCCC3)=NC2=O)cc1 (stereo not given)	-2	-2	9	-6	18	1	4	-15	4
CCCC(=O)N1CCCC(c2nc(-c3cccc(OC)c3)no2)C1 (stereo not given)	-9	11	0	-2	9	3	2	10	6
CC(C)C(NC(=O)Cc1ccccc1)C(=O)N1CCN(c2cccc(Cl)c2)CC1 (stereo not given)	-4	-4	9	4	4	5	19	-5	-1
O=C(O)CCC(=O)N1CCN(c2nc3ccccc3s2)CC1	2	-19	3	-3	3	0	11	-14	-5
Cc1ccc(C)c(NC(=O)CN(C)C(=O)C2CCN(C(=O)Nc3ccccc3)CC2)c1	0	0	15	6	4	3	21	-14	-20
CCOC(=O)c1c(S(=O)(=O)NCC(=O)Nc2cccc(C)n2)c(C)n(C)c1C	2	-4	0	-5	-5	2	9	7	-7
Cc1cccc([N+](=O)[O-])c1C(=O)O	-3	-9	9	1	6	2	8	6	7
O=C(Cn1c(=O)n(CCCC(=O)NC2CCCC2)c(=O)c2ccccc21)NCCC1=CCCCC1	1	-4	7	3	2	1	10	-7	13
Cc1noc(C)c1COC(=O)CCC(=O)c1ccc(F)cc1	-6	-14	0	-9	2	1	21	-12	-1
CCCN(CCC)C(=O)Cn1c(=O)n(CCCCC(=O)NCc2ccco2)c(=O)c2ccccc21	-3	-17	14	0	9	2	12	-5	-13
Cc1ccc(CNC(=O)CCNC(=O)N2CCn3c2nc2ccccc23)cc1	-4	-14	7	-2	-5	3	4	-2	-7
CCCCNC(=O)c1cc2cccc([N+](=O)[O-])c2[nH]1	4	6	17	-14	3	1	10	20	-2
CCCCC1(C)OC(=O)C(=Cc2ccc(N(CC)CC)cc2)C(=O)O1 (stereo not given)	10	-12	18	19	-6	-3	-2	-5	-7
COc1cc(CNCc2ccncc2)ccc1OCC(N)=O	-2	/	/	/	/	-2	16	-9	/
CSCCC1(C(=O)O)NC(c2ccccc2O)C2C(=O)N(C(C)C)C(=O)C21 (stereo not given)	-7	-10	4	-6	-10	7	1	1	-2

Single records, as listed above. Order of values: HKDC1 inh, SENP6 block, NALP3 yeast inh, Apaf1 inhib, SENP7 inh, SENP1 FRET inh, SENP8 block-1, PfG6PD inh, SENP8 block-2
CS(=O)(=O)N(CC(=O)O)c1cc(C(F)(F)F)ccc1Cl as listed: 0, -4, 28, -12, -6, 2, 9, -17, 6
Cc1cccc(C)c1NC(=S)N1CCCCCC1 as listed: -4, 8, 3, 7, 13, 2, 6, 0, 2
Cc1ccc(CNC(=O)CCNC(=O)N2CCn3c2nc2ccccc23)cc1 as listed: -4, -14, 7, -2, -5, 3, 4, -2, -7
OC(c1ccccc1)(c1ccccc1)c1ncc[nH]1 as listed: -5, 0, 1, -8, -5, 3, 9, -1, 1

(cont.)
SMILES	HKDC1 inh	SENP6 block	NALP3 yeast inh	Apaf1 inhib	SENP7 inh	SENP1 FRET inh	SENP8 block-1	PfG6PD inh	SENP8 block-2
O=C(Nc1ccc2nn(-c3ccccc3)nc2c1)c1ccc(Br)o1	19	-12	3	-3	-10	-16	-291	6	-3
COc1ccc(/C=N/c2c(-c3ccco3)nc3ccccn23)cc1OC	7	9	2	13	7	-33	-267	28	1
NC(=O)/C(N=Nc1ccccc1)=N/Nc1ccccc1	-1	1	7	5	-9	0	6	8	-7
C=CCN(CC=C)CCCOc1ccc(C)cc1OC	-10	-8	20	5	8	-1	19	-14	-8
CSc1ccc(C(=O)C2CCCN(C(=O)c3cc4cc(F)ccc4[nH]3)C2)cc1 (stereo not given)	-6	-34	33	18	-7	1	-14	13	-17
COC(=O)Cn1cnc2sc(C)c(S(=O)(=O)N3CCN(c4ccccc4OC)CC3)c2c1=O	-7	-5	7	-9	8	1	22	-1	-2
Cc1ccc(Sc2ncnc3onc(C)c23)cc1	-4	-6	43	-3	4	4	21	-6	-3
Cc1cc(NS(=O)(=O)c2ccc(NC(=S)NC(=O)c3ccc(F)cc3Cl)cc2)no1	6	-19	20	4	-3	3	8	-22	0
CCCCn1c(N)c(N(CC)C(=O)c2cnc(C)cn2)c(=O)[nH]c1=O	0	1	4	-5	3	0	8	-3	4
COc1ccc(C(C)=O)cc1CN1C(=O)NC(c2ccccc2)(c2ccccc2)C1=O	-1	2	19	21	1	0	15	-6	-5
O=C1CC2(CCN(C(=O)c3cccc(Cl)c3)CC2)Oc2ccccc21	-1	2	-1	9	-8	1	-32	13	-13
COc1ccccc1NC(=O)CSc1ncc(CO)n1Cc1ccc(F)cc1	-4	-30	2	0	9	-2	9	7	-13
